Screens as filed in PubChem BioAssay.
N370S GC – inhibitors or activators of N370S glucocerebrosidase for Gaucher disease; P04062; N370S GC spleen homogenate, 4MU-glucoside fluorescence; Potency, µM (series often up to 59.4 µM), for the others: at the highest dose activity change, negative = inhibition, actives largely listed as inhibitors; 0.092% of 330,000 active; AID 2101;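 also: 0% = full enzyme activity and -100% = no enzyme basal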
DT40 TDP1 no CPT – qHTS for Inhibitors of human tyrosyl-DNA phosphodiesterase 1 (TDP1): qHTS in cells in absence of CPT | DT40 Tdp1-/- hTDP1 cells, no CPT, ATP luminescence, 48 h | Potency, µM (series often up to 46.2 µM), without a hit: top-dose activity change, negative = growth inhibition, hits mostly inhibitors | 15% of 420,000 active | AID 686978, 2013; also: nearly all actives have a fitted effect of over 55% in size
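Luminescent ATP content (CellTiter-Glo) served as the growth readout. Knockout chicken DT40 cells expressing human TDP1 were exposed to compounds without camptothecin for a minimum 48 hr at 37 °C.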
TDP1 inh – inhibitors of human tyrosyl-DNA phosphodiesterase TDP1 | 0.28% of 350,000 active | recombinant TDP1, AlphaScreen DNA substrate cleavage | Potency, µM (series often up to 130 µM), inactives show at the top dose activity change, negative = inhibition, hits mostly inhibitors | Q9NUW8; also: nearly all actives have a fitted effect of over 40% in size
Target sequence (Q9NUW8 whole entry, looked up): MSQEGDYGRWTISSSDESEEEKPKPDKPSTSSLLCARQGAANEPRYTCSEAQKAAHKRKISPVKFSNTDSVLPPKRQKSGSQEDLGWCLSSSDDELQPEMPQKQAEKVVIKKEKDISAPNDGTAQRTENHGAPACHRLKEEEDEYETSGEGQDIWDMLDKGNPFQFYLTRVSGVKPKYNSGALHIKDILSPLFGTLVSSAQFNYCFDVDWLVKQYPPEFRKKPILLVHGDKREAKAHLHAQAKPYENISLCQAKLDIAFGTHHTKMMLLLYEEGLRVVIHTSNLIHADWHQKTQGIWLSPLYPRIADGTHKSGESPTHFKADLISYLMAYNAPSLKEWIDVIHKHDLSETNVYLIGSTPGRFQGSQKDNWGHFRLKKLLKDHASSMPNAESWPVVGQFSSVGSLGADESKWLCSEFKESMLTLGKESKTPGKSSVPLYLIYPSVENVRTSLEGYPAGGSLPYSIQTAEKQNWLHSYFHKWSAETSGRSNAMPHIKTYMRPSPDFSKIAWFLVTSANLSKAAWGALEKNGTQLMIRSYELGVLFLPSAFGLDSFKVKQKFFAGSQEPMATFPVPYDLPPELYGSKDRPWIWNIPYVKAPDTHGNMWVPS
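Signal: AlphaScreen proximity between streptavidin donor and anti-FITC acceptor beads on intact substrate. Reaction: Tdp1 1 nM, substrate 15 nM final, 5 min RT after 15 min compound preincubation.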
The depositor's hits bear a star; & = joins results of further samples; [ ] = dose if it differs, or a comment. Calls follow the shape of the dose curve; as a rule, active = well fitted curve in the direction sought with a large enough effect; inconclusive = small, poorly fitted or top-dose-only effect, or another doubt; inactive = no such curve, though single readings can be large; an effect the other way counts as inactive or inconclusive. Unless noted, % is scaled to controls: 0 for no effect and ±100 for the full control effect; potency is read from the fitted curve at half-maximal effect. The list is partial, so the mix of outcomes need not match the whole.

The opening five compounds, ahead of the listing:
For CCc1ccc(CN(C)CC(O)COc2cccc3ccccc23)cc1 (configuration not stated) the results were N370S GC inconclusive, DT40 TDP1 no CPT inconclusive and TDP1 inh 2%.
For Cc1ccc(OCCC(=O)OC(C)C(=O)Nc2ccc(Cl)cn2)cc1 (configuration not stated) the results were N370S GC -3%, DT40 TDP1 no CPT 7% and TDP1 inh -6%.
`COc1ccc2c(C)cc(SCC(=O)Nc3nsc(-c4ccc(C)cc4)n3)nc2c1` gave N370S GC inconclusive, DT40 TDP1 no CPT -28% and TDP1 inh 4%.
`CC(C)Sc1nsc2nc(=O)c(/C=C3\C=Nc4ccccc43)c(N)n12` gave N370S GC 7%, DT40 TDP1 no CPT -8% and TDP1 inh 5%.
`CCOc1cccc(-c2c(C(=O)N/N=C/c3ccco3)nnn2-c2nonc2N)c1` gave N370S GC -10%, DT40 TDP1 no CPT 42%[activator] and TDP1 inh 5%.

This part in full, from the first entry:
For CCc1ccc(CN(C)CC(O)COc2cccc3ccccc23)cc1 (configuration not stated) the results were N370S GC inconclusive, DT40 TDP1 no CPT inconclusive and TDP1 inh 2%.
For Cc1ccc(OCCC(=O)OC(C)C(=O)Nc2ccc(Cl)cn2)cc1 (configuration not stated) the results were N370S GC -3%, DT40 TDP1 no CPT 7% and TDP1 inh -6%.
`COc1ccc2c(C)cc(SCC(=O)Nc3nsc(-c4ccc(C)cc4)n3)nc2c1` gave N370S GC inconclusive, DT40 TDP1 no CPT -28% and TDP1 inh 4%.
`CC(C)Sc1nsc2nc(=O)c(/C=C3\C=Nc4ccccc43)c(N)n12` gave N370S GC 7%, DT40 TDP1 no CPT -8% and TDP1 inh 5%.
`CCOc1cccc(-c2c(C(=O)N/N=C/c3ccco3)nnn2-c2nonc2N)c1` gave N370S GC -10%, DT40 TDP1 no CPT 42%[activator] and TDP1 inh 5%.
COc1ccc(NC(=O)CSC2=C(C#N)C(c3ccco3)C3=C(CCCC3=O)N2)c(OC)c1 (configuration not stated) was read as N370S GC -1%, DT40 TDP1 no CPT 2% and TDP1 inh -4%.
`COC(=O)c1ccc(CNC(=O)CNC(=O)c2sc3ccccc3c2Cl)cc1` gave N370S GC -11%, DT40 TDP1 no CPT -16% and TDP1 inh -7%[0.505 µM].
Screening Cc1csc(N(C(=O)c2cccc(S(=O)(=O)N3CCCC3)c2)c2ccccc2)n1 returned N370S GC -2%, DT40 TDP1 no CPT 18µM* and TDP1 inh 2%.
For CCCCC1S/C(=N/N=C/c2cccs2)NC1=O (configuration not stated) the results were N370S GC -11%, DT40 TDP1 no CPT 18µM* and TDP1 inh 5%.
`Cc1ccc(S(=O)(=O)N2CCCCC2)cc1C(=O)Nc1ncn[nH]1` gave N370S GC 3% and TDP1 inh 50µM*.
Screening COc1ncc2nc(CCc3ccccc3)c(=O)n(CCc3ccccc3)c2n1 returned N370S GC 22% and DT40 TDP1 no CPT -1%.
`Cc1ccc(S(=O)(=O)CC(=O)NC(C)c2ccccc2)cc1` (configuration not stated) gave N370S GC -19%, DT40 TDP1 no CPT 3% and TDP1 inh 1%.
`COc1ccc(N2CCN(S(=O)(=O)c3ccc(-c4ccno4)cc3OC)CC2)cc1` gave DT40 TDP1 no CPT -27% and TDP1 inh 7%.
For C[C@H](NC(=O)c1ccco1)C(=O)NNC(=O)COc1cccc(C(F)(F)F)c1 the results were DT40 TDP1 no CPT -15% and TDP1 inh 0%.
Screening Cc1ccc(NC(=O)CCNS(=O)(=O)c2ccc3c(c2)oc(=O)n3C)cc1C returned N370S GC 5%, DT40 TDP1 no CPT -11% and TDP1 inh 0%.
`COc1ccc(C(=O)COc2ccccc2C(N)=O)cc1` gave N370S GC 0%, DT40 TDP1 no CPT inconclusive and TDP1 inh 0%.
`COC(=O)c1cn(NC(=O)c2cnccn2)c(=O)c2ccccc12` gave N370S GC -4%, DT40 TDP1 no CPT 7.3µM* and TDP1 inh 4%.
CCOC(=O)Cc1nn(C(C)C)c(=O)c2ccccc12 was read as N370S GC 2%, DT40 TDP1 no CPT -27% and TDP1 inh 5%.
CCOC(=O)c1cnc2cc(-c3ccc(Br)cc3)nn2c1C was read as N370S GC 7% and DT40 TDP1 no CPT 3%.
`CCOC(=O)CC(=O)COc1nc2cc3c(nc2o1)CCCC3` gave N370S GC -3%, DT40 TDP1 no CPT -2% and TDP1 inh 4%.
`CCc1ccc2nc(SCC(=O)N3CC(=O)Nc4ccccc43)c(C#N)cc2c1` gave N370S GC 8%, DT40 TDP1 no CPT 16µM* and TDP1 inh 4%.
Screening NS(=O)(=O)c1ccc(CNS(=O)(=O)Cc2ccc(Cl)cc2)cc1 returned N370S GC -1%, DT40 TDP1 no CPT 0% and TDP1 inh 3%.
`CCOc1ccc(NC(=O)CSc2nnc(NC(=O)Nc3ccccc3)s2)cc1` gave DT40 TDP1 no CPT 5% and TDP1 inh 5%.
Screening O=C(C1=C[C@@H]2[C@H]3C(=O)N(c4ccccc4Cl)C(=O)[C@H]3[C@@H](C(=O)c3ccc(Cl)cc3)N2C=C1)c1ccccc1 returned N370S GC -5% and TDP1 inh 8%.
COc1cccc(/C=N/NC(=O)c2cccc([N+](=O)[O-])c2)c1OS(=O)(=O)c1ccc(C)cc1 was read as N370S GC 4%, DT40 TDP1 no CPT inconclusive and TDP1 inh 6%.
For O=c1[nH]c2cc3c(cc2cc1CN(Cc1cccnc1)C(=S)NCc1ccco1)OCCO3 the results were N370S GC 5%, DT40 TDP1 no CPT inconclusive and TDP1 inh 0%.
`CC1=C(c2ccc(C)cc2)S(=O)(=O)N(Cc2ccc(C(=O)Nc3ccc(F)cc3C)cc2)C1=O` gave DT40 TDP1 no CPT 5.2µM* and TDP1 inh 8%.
Fc1cccc(Cl)c1CSc1nnc(CNc2ccccc2)o1 was read as N370S GC 8%, DT40 TDP1 no CPT -58% and TDP1 inh 5%.
`O=C(NCc1ccc(Cl)cc1)C(=O)Nc1nccs1` gave N370S GC 7%, DT40 TDP1 no CPT -3% and TDP1 inh 5%.
`O=C(Nc1cc(S(=O)(=O)N2CCOCC2)ccc1OCC(F)(F)F)c1ccc(N2CCCC2=O)cc1` gave N370S GC -3%, DT40 TDP1 no CPT -18% and TDP1 inh 4%[0.505 µM].
For C[C@@H](C(=O)Nc1ccc2ccccc2c1)[C@@H]1C[C@@]1(C)[C@@H](NC(=O)c1cnccn1)c1ccccc1 the results were N370S GC inconclusive, DT40 TDP1 no CPT inconclusive and TDP1 inh -7%&6%.
For CC(/C=N/Nc1nc(C)cc(C)n1)=C\c1ccc(C(C)C)cc1 the results were N370S GC -5%, DT40 TDP1 no CPT inconclusive and TDP1 inh 5%.
Screening O=c1cnn(-c2ccccc2)c(-c2ccccc2)c1 returned N370S GC 12%, DT40 TDP1 no CPT 18µM* and TDP1 inh 0%.
For Cc1cccc(C(=O)NCC(=O)N2CCN(S(=O)(=O)c3cc(C)ccc3C)CC2)c1 the results were N370S GC -10% and DT40 TDP1 no CPT inconclusive.
CN(C)C(C(=O)NC1CCCCC1)c1ccc(Cl)cc1 (configuration not stated) was read as N370S GC 3%, DT40 TDP1 no CPT inconclusive and TDP1 inh -2%.
For O=C(NCC1CCCN1S(=O)(=O)c1cccs1)C(=O)Nc1ccc(F)cc1 (configuration not stated) the results were N370S GC -18% and DT40 TDP1 no CPT inconclusive.
For N#Cc1c(-c2ccccc2Cl)cc(-c2ccccc2)nc1Br the results were N370S GC 12%, DT40 TDP1 no CPT inconclusive and TDP1 inh 0%.
For CN(C)C(/C=C/Nc1cccc([N+](=O)[O-])c1)=C(C#N)C#N the results were N370S GC 7%, DT40 TDP1 no CPT -15% and TDP1 inh 7%.
Screening O=C(NCCC1=CCCCC1)C1CCN(C(=O)c2ccc(Br)cc2)CC1 returned N370S GC 17%, DT40 TDP1 no CPT inconclusive and TDP1 inh 0%.
`COc1ccc(N2CCN(C(=O)C3CC(=O)N(c4ccc(C)cc4)C3)CC2)cc1` (configuration not stated) gave N370S GC -1%, DT40 TDP1 no CPT -18% and TDP1 inh 5%.
`COc1ccc(C(=O)NCc2nnc(SCC(=O)Nc3ccccc3)n2-c2ccc(F)cc2)cc1` gave DT40 TDP1 no CPT -27% and TDP1 inh 2%.
`Cc1ccccc1NC(=O)c1c([N+](=O)[O-])cnn1C` gave N370S GC -9% and DT40 TDP1 no CPT 0%.
`CN(C)c1ccc(/C=C2\N=C(c3ccc(Cl)c([N+](=O)[O-])c3)NC2=O)cc1` gave N370S GC -5% and DT40 TDP1 no CPT 10µM*.
For CS(=O)c1ccccc1-c1nc(-c2cc(C(F)(F)F)cc(C(F)(F)F)c2)no1 (configuration not stated) the results were N370S GC 3%, DT40 TDP1 no CPT 13µM* and TDP1 inh 2%.
For O=C(CN1CCCCC1)N/N=C/c1cccc(Cl)c1 the results were N370S GC -16% and DT40 TDP1 no CPT 2%.
For Fc1ccc(Nc2nc(-c3ccc(F)cc3)c3c(n2)-c2ccccc2OC3)cc1 the results were DT40 TDP1 no CPT inconclusive and TDP1 inh 6%.
For O=C(COC(=O)c1cc(Cl)ccc1[N+](=O)[O-])NCc1ccc(Cl)cc1Cl the results were N370S GC 4%, DT40 TDP1 no CPT -13% and TDP1 inh 7%.
Screening CCc1nnc(NS(=O)(=O)c2ccc(N=Cc3c(C)[nH]n(-c4ccc(Cl)cc4)c3=O)cc2)s1 returned N370S GC 20%, DT40 TDP1 no CPT inconclusive and TDP1 inh 8%.
CCOC(=O)N1CCN(C(=S)NC(=O)/C=C/c2ccc(C)cc2)CC1 was read as N370S GC -1%, DT40 TDP1 no CPT 0% and TDP1 inh 5%.
Screening O=S(=O)(NCC1CCCO1)c1ccc(S(=O)(=O)N(Cc2ccccn2)C2CC2)cc1 (configuration not stated) returned N370S GC -1%, DT40 TDP1 no CPT inconclusive and TDP1 inh 5%.
`Cc1cc(N/N=C/c2ccccc2O)c2ccccc2n1` gave N370S GC -18%, DT40 TDP1 no CPT 16µM* and TDP1 inh 5%.
`O=C(Cc1ccccc1)Nc1c[nH]c(=O)[nH]c1=O` gave N370S GC 2%, DT40 TDP1 no CPT -14% and TDP1 inh -2%.
Cn1c(C(=O)O)c(CC(=O)NCc2cccnc2)c2ccccc21 was read as N370S GC 4%, DT40 TDP1 no CPT -8% and TDP1 inh -3%.
`CCOc1ccc(S(=O)(=O)NC2CC2)cc1` gave N370S GC -24% and DT40 TDP1 no CPT -2%.
Screening O=C(CN1C(=O)CSc2ccc(S(=O)(=O)N3CCOCC3)cc21)NCCCN1CCCCC1 returned N370S GC -9%, DT40 TDP1 no CPT 13%&-5% and TDP1 inh 1%&-13%.
`C[C@H](CO)N1C[C@H](C)[C@H](CN(C)CC2CC2)Oc2ccc(NC(=O)CCN3CCOCC3)cc2C1=O` gave DT40 TDP1 no CPT -5% and TDP1 inh 0%.
Screening O=C(CNC1CCCCCC1)c1cccs1 returned N370S GC -1%, DT40 TDP1 no CPT -26% and TDP1 inh 0%.
`CCN(C(=O)c1cccs1)c1nc(-c2ccc(OC)cc2)cs1` gave N370S GC 15% and DT40 TDP1 no CPT inconclusive.
`COc1cc(C(=O)NC(=S)Nc2ccc3c(c2)OCO3)cc(OC)c1OC` gave N370S GC 2%, DT40 TDP1 no CPT -8% and TDP1 inh -4%.
`COc1cc(OC)cc(C(=O)Nc2sc3c(c2C(N)=O)CCC3)c1` gave N370S GC 4%, DT40 TDP1 no CPT inconclusive and TDP1 inh 0%.

Three entries already listed, arranged by count of non-hydrogen atoms, lowest first:
For CC(/C=N/Nc1nc(C)cc(C)n1)=C\c1ccc(C(C)C)cc1 the results were N370S GC -5%, DT40 TDP1 no CPT inconclusive and TDP1 inh 5%.
`COC(=O)c1ccc(CNC(=O)CNC(=O)c2sc3ccccc3c2Cl)cc1` gave N370S GC -11%, DT40 TDP1 no CPT -16% and TDP1 inh -7%[0.505 µM].
`C[C@H](CO)N1C[C@H](C)[C@H](CN(C)CC2CC2)Oc2ccc(NC(=O)CCN3CCOCC3)cc2C1=O` gave DT40 TDP1 no CPT -5% and TDP1 inh 0%.

(list continues)
For O=C1N=C(N2CCOCC2)S/C1=C\c1cccs1 the results were N370S GC -13%, DT40 TDP1 no CPT -1% and TDP1 inh 4%.
`O=C1Nc2ccccc2C1Cc1ccc(OC(F)(F)F)cc1` (configuration not stated) gave N370S GC -15% and DT40 TDP1 no CPT inconclusive.
Screening COc1ccc2oc(C(=O)Nc3nnc(C)s3)c(C)c2c1 returned DT40 TDP1 no CPT -11% and TDP1 inh 0%.
Screening COc1cccc(CNC(=O)C(CC(C)C)NS(=O)(=O)c2ccc3c(c2)oc(=O)n3C)c1 (configuration not stated) returned DT40 TDP1 no CPT -26% and TDP1 inh -1%.
Screening CN(C)c1ccc(C(=O)OCC(=O)NCCCc2ccccc2)cc1 returned N370S GC -11% and DT40 TDP1 no CPT -15%.
Screening Cc1cccc(CSc2nnc([C@@H]3CCCN3)o2)c1 returned N370S GC 0%, DT40 TDP1 no CPT -9% and TDP1 inh 7%.
COC(=O)Nc1sc(C)nc1-c1ccccc1 was read as N370S GC 2%, DT40 TDP1 no CPT 6% and TDP1 inh -2%.
